# Source: PubChem BioAssay (Broad Institute)
# Statin myotox sup = suppressors of simvastatin-induced myotoxicity in C2C12 myotubes | ATP luminescence, 48 h; scaled: DMSO 0, geranylgeraniol control 100 | rescue of ATP level, % at 7.49 µM | actives 0.78% (n = 330,000) | AID 602340;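 active means mean ATP rescue above about 67%, or every replicate alone reaching that limit, limit read from the data, passing the limit was not always enough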;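 further: myotubes were challenged with 10 µM simvastatin during compound exposure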
# F508del corr = correctors of CFTR F508del function in bronchial epithelial cells; CFBE cells, YFP halide quenching; stimulated with forskolin plus potentiator P3; % fluorescence drop versus neutral controls; activity (quench increase), % at 7.58 µM; actives 0.36% (n = 350,000);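 active means mean added fluorescence quench of at least 8% versus neutral control, with both replicates also reaching 8%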;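 further: cells transiently co-express mutant CFTR-F508del with the halide-sensitive YFP; corrector assay measuring rescue of mutant channel to the surface after 24 h compound exposure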
# PGC1a acetyl inh = PGC1a acetylation modulation, inhibitor mode | inhibition, % at 15.6 µM | actives 0.17% (n = 350,000) | AID 651687 | U2OS PGC1a acetylation, AlphaScreen anti-acetyl-lysine; with virally co-expressed GCN5 acetyltransferase;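 active means every replicate shows inhibition of at least 40%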;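 further: 0% = neutral control wells and 100% = positive control wells; some results beyond the cut were filed as inactive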
# Cneo AK release = Cryptococcus neoformans lysis via adenylate kinase release | C. neoformans lysis, adenylate kinase release luminescence, 4 h; normalised: neutral wells 0, clomiphene wells 100 | lysis activity, % at 15 µM | actives 0.2% (n = 360,000);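 active means mean lysis activity across replicates of at least 80%, whatever share of replicates individually reach that level; inactive means mean lysis activity below 80%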
#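 Schedule: static 4 h at 37 °C with compound, 1 h detection; system: C. neoformans cells; benchmarks: Clomiphene as positive control; buffer or medium: fresh YPD medium; measure: luminescence rise reflecting yeast cell lysis; measured by: luminescent adenylate kinase detection reagent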
# FN deposition inh = fibronectin deposition inhibition; actives 0.086% (n = 350,000); inhibition, % at 12.6 µM; AH1F fibroblasts, Alexa488-fibronectin deposition fluorescence, overnight;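 active means mean inhibition across replicates of 30% or more, regardless of how many single replicates reach that level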;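 further: positive control wells lacked labelled fibronectin entirely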
#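 Assay system: AH1F fibroblasts / Quantity: 10000 cells per well / Medium: DMEM plus 2% serum, read in PBS / Reagent: labelled fibronectin 24 nM / Dosing: single dose, pinned / Times: 1 h cell attachment, overnight exposure to compound and label / Signal: fluorescence, ex 485 nm, em 525 nm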
# miR122 inh = inhibitors of miR-122 in Huh7 cells. activation (reporter increase), % at 12.5 µM. Huh7 miR-122 Renilla luciferase sensor, 48 h; neutral wells = 0, positive control = 100. actives 0.3% (n = 340,000);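 active means mean replicate activation score at least 90 and every replicate individually at or above 90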;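 further: higher luciferase means less miR-122 activity so hits act as miR-122 inhibitors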
# PglD inh = blocks C. jejuni PglD acetyltransferase activity; purified PglD enzyme, DTNB colorimetric CoA detection; inhibition, % at 12.5 µM; actives 0.098% (n = 360,000); in the data active means inhibition above about 16%, passing the limit was not always enough; further: strong numbers were not always called active
# INS-1E GSIS act = GLuc luminescence reporter in INS-1E cells, primary screen for activators of glucose-dependent secretion of insulin | INS-1E GLuc reporter insulin secretion, 2-3 h | activation, % at 16.6 µM | actives 0.61% (n = 370,000);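 active means lowest replicate activation of at least 40%, so every replicate reaches that level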;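 further: 0% = median of neutral control wells and 100% = median of IBMX positive control wells; some compounds called inactive have numbers as strong as hits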
# * marks the source's active call; other numbers are inactive results; · = no result given; & = joins results of further samples; [ ] = remark or other dose.
# Every second line gives: Statin myotox sup	F508del corr	PGC1a acetyl inh	Cneo AK release	FN deposition inh	miR122 inh	PglD inh	INS-1E GSIS act
CCO[C@@H]1OC(C(=O)NCc2ccccc2)=C[C@H](c2ccccc2)[C@H]1CCCO
    -6	1.0	0	-1	-3	-5	-1	-11
COc1ccc(C(=O)/C=C2\NCCc3cc(OC)c(OC)cc32)cc1OC
    -11	-1.0	0	2	9	-4	2	27
O=C(CN1C(=O)c2cccnc2Oc2ccc(Cl)cc21)NCCC1=CCCCC1
    56	-3.6	1	1	-5	·	2	4
CCCC(C(=O)NC(C)(C)C)N(CC1CCCO1)C(=O)CNS(=O)(=O)c1ccc(F)cc1 (stereo unspecified)
    -3	0.3	-4	3	1	-1	1	76
O=C(NCCc1ccc2c(c1)OCCO2)c1cc(S(=O)(=O)N2CCCC2)ccc1Br
    -12	-2.8	6	0	-11	-5	-3	2
CCCNC(=O)C1(C)CCN(C(=O)c2c(F)ccc(C)c2F)C1 (stereo unspecified)
    4	2.2	-2	0	1	-2	0	-12
NC(=O)C1CCN(CC(=O)Nc2cccnc2Cl)CC1
    -1	-0.8	-3	-1	·	-5	6	1
O=C(CCCN1C(=O)c2ccccc2C1=O)Nc1cccnc1
    10	·	-4	0	·	-6	4	-10
Cc1ccc(S(=O)(=O)Nc2ccc3c(c2)C(=O)N([C@@H](C)CO)C[C@@H](C)[C@@H](CN(C)C(=O)c2ccncc2)OCCCC[C@@H](C)O3)cc1
    46	-3.5	-15	-5	-13	-10[16.7 µM]	0	-7
CC1(C)Cc2c(sc3c2c(=N)n(Cc2ccco2)c(=O)n3CC(=O)Nc2cccc(Cl)c2)CO1
    8	·	-3	1	·	-7	-8	5
O=[N+]([O-])c1cc(S(=O)(=O)C(F)(F)F)ccc1NCC1CCCO1 (stereo unspecified)
    -4	1.7	·	-3	0	-1	0	-16
CCCc1nnc(NC(=O)C2CCN(C(=O)C3CC(=O)N(c4ccc(C)cc4)C3)CC2)s1 (stereo unspecified)
    29	-2.0	·	0	5	-4	3	-8
Cn1nc(C(C)(C)C)cc1C(=O)NNC(=O)c1ccc(C(F)(F)F)cc1
    -2	-0.3	0	·	7	·	·	·
COc1ccc(-c2csc(NC(=O)C3CC(=O)N(Cc4ccco4)C3)n2)cc1 (stereo unspecified)
    ·	2.0	-8	·	8	·	·	-31
O=C(CC[C@H]1O[C@@H](n2ccc(=O)[nH]c2=O)[C@H](O)[C@@H]1O)N[C@H](Cc1ccccc1)C(=O)NCc1ccccc1
    2	-3.4	1	-1	-12	-8	-5	3
COc1ccc(/C=N/NC(=O)COc2cc(C)cc(C)c2)cc1COC(C)=O
    ·	·	-2	3	8	2	4	16
COc1ccc(CN(C)C[C@H]2OCCCC[C@H](C)Oc3ccc(NC(=O)NC(C)C)cc3C(=O)N([C@H](C)CO)C[C@@H]2C)cc1
    -3	-1.5	9	-9	·	11[16.7 µM]	5	-6
NCC[C@@H]1CC[C@H](NC(=O)c2ccccc2F)[C@@H](CO)O1
    -4	0.6	-1	-4	4&6	·	-2	14&17
CCC(=O)Nc1ccc2c(c1)C(=O)N(C)C[C@@H](OC)[C@H](C)CN(C(=O)c1cnccn1)[C@@H](C)CO2
    -4	-0.5	-1	-3	-11	·	1	2
N#Cc1ccc(NCC(=O)N2CCN(S(=O)(=O)c3ccccc3)CC2)cc1
    -11	3.0	9	-1	-3	·	1	9
Cc1ccc(S(=O)(=O)N2CCN(C(=O)CN3C(=O)NC4(CCCCC4)C3=O)CC2)c(C)c1
    9	-2.5	-6	-3	2	4	3	3
C[C@@H]1CN([C@H](C)CO)C(=O)c2cc(C#CC3(O)CCCC3)cnc2O[C@@H]1CN(C)S(C)(=O)=O
    ·	0.4	1	-3	4	-4[16.7 µM]	-2	16
Cc1ccc2nc(S(=O)(=O)O)[nH]c2c1
    -8	·	3	9	·	7	4	·
CC(C)C(=O)Nc1ccc2c(c1)C(=O)N(C)[C@@H]1CC[C@H](CC(=O)NC3CCCC3)O[C@@H]1CO2
    -21	0.2	5	·	-11	-8[16.7 µM]	·	5
COC(=O)C[C@H]1c2cc(F)ccc2S(=O)(=O)N1c1ccccc1
    5	-0.1	2	0	-11	12	-4	32
CN(C)C(=O)[C@H]1[C@H](CO)[C@H]2Cn3c(ccc(-c4ccncc4)c3=O)[C@H]2N1Cc1ccccc1
    6	·	·	-5	·	·	4	-9
N#CCOC(=O)C1CSC2(c3ccc(Br)cc3)CCC(=O)N12 (stereo unspecified)
    ·	-1.0	6	·	-3	·	·	14
C[C@H](CO)N1C[C@H](C)[C@H](CN(C)Cc2ccc(C(=O)O)cc2)OCCCC[C@H](C)Oc2ccc(NC(=O)NC3CCCCC3)cc2C1=O
    ·	1.1	-5	0	·	11[16.7 µM]	1	-6
Cn1cc(-c2ccccc2C(=O)O)c(=O)c2ccccc21
    1	2.2	·	0	0	-6	-3	·
O=S1(=O)N[C@@H](CC2CCCCC2)COc2cc(Br)ccc21
    11	-0.8	6	0	-1	1	-2	10
CC(C)NC(=O)Nc1cccc2c1O[C@H](CN(C)C)[C@@H](C)CN([C@@H](C)CO)C2=O
    -16	2.8	6	0	·	-1[16.7 µM]	-1	11
Cn1cc(CN2CCC(C(=O)N3CCCCC3)CC2)c(-c2ccccc2F)n1
    ·	1.0	·	-4	-14	·	-4	·
Cc1ccc(S(=O)(=O)Nc2ccc3c(c2)C(=O)N([C@@H](C)CO)C[C@H](C)[C@H](CN(C)Cc2ccc(C(=O)O)cc2)O3)cc1
    -35	-1.3	-2	-1	·	8[16.7 µM]	-2	5
C[C@@H]1CN([C@@H](C)CO)S(=O)(=O)c2ccc(Br)cc2O[C@H]1CN(C)S(=O)(=O)c1ccc(F)cc1
    7	·	-13	0	-2	0[16.7 µM]	-1	-34
CCn1c2ccccc2c2cc(NC(=O)CSc3nccc(=O)[nH]3)ccc21
    4	-0.5	·	-2	6	13	-7	24
O=C(NCc1c[nH]c2ccccc12)c1ccccc1
    17	-2.8	·	0	1	4	9	2
COc1ccc(NC(=O)c2ccccc2SC)c(OC)c1
    ·	0.2	9	·	-10	·	·	12
CC(=O)N(C)C[C@@H]1Oc2cc(-c3ccccc3)ccc2S(=O)(=O)N([C@H](C)CO)C[C@H]1C
    -3	·	-1	6	-2	-4[16.7 µM]	1	-9
CC(=O)Nc1ccc(NC(=O)CSc2ccc3nnc(CCNS(=O)(=O)c4ccc(C)cc4)n3n2)cc1
    4	-0.8	1	-17	6	·	-2	14
CNC(=O)C[C@H]1CC[C@H]2[C@H](COc3ccc(NC(=O)c4cccc(F)c4)cc3C(=O)N2C)O1
    -3&-5	-1.5&-0.7	-4&-8	-6&-5	5	-5&-6[16.7 µM]	2&2	13&5
CCN1CCCC1CNC(=O)C(=O)Nc1ccccc1OC (stereo unspecified)
    3	·	-6	2	·	0	-2	-4
N#CC(C(=O)NC1CCCCC1)c1nc2ccccc2nc1N1CCN(c2ccccc2F)CC1 (stereo unspecified)
    ·	·	2	1	5	-3	2	·
CNC[C@@H]1OCCCC[C@H](C)Oc2ccc(NC(=O)Cc3ccccc3)cc2C(=O)N([C@@H](C)CO)C[C@H]1C
    -13	-0.4	7	0	·	3[16.7 µM]	-2	-9
COc1ccc(CNC(=O)C2CCCN(S(=O)(=O)c3c(C)nn(C)c3C)C2)cc1 (stereo unspecified)
    -1	-2.6	3	-1	-23	·	0	5
CCOC(=O)C1=CCN(S(=O)(=O)c2ccc(C)cc2)C1c1ccccc1 (stereo unspecified)
    9	-0.6	-28	0	-1	0	4	-11
Cc1ccc(-c2cnc3c(c2)C(=O)N([C@@H](C)CO)C[C@@H](C)[C@@H](CN(C)CC2CCOCC2)O3)cc1
    -3	0.5	14	-2	·	-2[16.7 µM]	-3	9
NC(=O)c1c(NC(=O)CN2CCCC2)sc2c1CCCC2
    -11	·	5	0	·	0	1	·
CCOc1cccc(/C=C/c2ccc3cccc(O)c3n2)c1OC
    1	1.3	2	-8	11	10	-3	-26
CO[C@@H]1CN(C)C(=O)c2ccc(NS(C)(=O)=O)cc2OC[C@@H](C)N(CC2CCCCC2)C[C@H]1C
    6	-1.9	-10	·	-1	·	·	-11
CC(C(=O)Nc1ccc2c(c1)OCCO2)N(C)CC(=O)Nc1ccccc1Br (stereo unspecified)
    3	2.4	2	0	8	-8	0	4
COc1ccc(C(=O)OCCN2CCCCC2)cc1
    1	1.2	·	0	·	-8	-3	0
COc1ccc(NC(=O)N(C)C[C@H]2Oc3c(NS(=O)(=O)c4ccccc4)cccc3C(=O)N([C@@H](C)CO)C[C@H]2C)cc1
    23	-0.9	-1	·	·	-1[16.7 µM]	·	-9
CC(C)=C1C2CC2C2C(C(=O)O)C12 (stereo unspecified)
    9	·	0	-3	·	-12	-9	·
COc1ccccc1NC(=O)NC1(C(=O)N2CCCCCC2)CCCCC1
    106*	·	-7	-1	·	-1	-9	·
CCOc1ccc(-c2nn[nH]n2)cc1
    7	·	1	·	2	-11	·	·
CCOC(=O)C1=C(C)NC(=O)NC1c1cc(C)sc1C (stereo unspecified)
    ·	·	9	6	·	9	-1	·
O=C(NCCOC(=O)c1ccccc1)c1ccccc1
    6	2.1	7	-1	-2	-2	4	-2
C=CCOc1c(Br)cc(CNc2ccc(NC(=O)C(C)C)c(OC)c2)cc1OC
    28	·	4	10	-4	-5	2	-42
CC1CCN(c2ncnc3c2cnn3Cc2ccc(Cl)cc2)CC1
    172*	·	1	-3	-6	0	0	·
O=C(C[C@@H]1CC[C@H](NC(=O)c2ccccc2)[C@@H](CO)O1)NCc1ccc(Oc2ccccc2)cc1
    8	-0.1	1	2	2	·	3	5

# (further entries)
# Every second line gives: Statin myotox sup	F508del corr	PGC1a acetyl inh	Cneo AK release	FN deposition inh	miR122 inh	PglD inh	INS-1E GSIS act
Cc1ccc(S(=O)(=O)N(C)C[C@@H]2Oc3c(NC(=O)c4cnccn4)cccc3C(=O)N([C@@H](C)CO)C[C@H]2C)cc1
    -44	-3.6	-9	1	·	8[16.7 µM]	7	3
CCCc1cc(=O)oc2cc(C)cc(OCC(=O)NC(Cc3c[nH]c4ccc(O)cc34)C(=O)O)c12 (stereo unspecified)
    -11	4.0	17	4	·	8	5	·
CCc1nnc(NC(=O)CN2CCN(C3CCCCC3)CC2)s1
    0	·	5	1	1	2	-3	11
O=C1NC(=S)S/C1=C\c1cc(Cl)cc(Cl)c1O
    -1	6.4	-5	1	-10	·	1	-44
Cn1c(=Nc2ccc(N3CCOCC3)cc2)ccc2ccccc21
    ·	·	6	0	·	5	-5	·
Cc1nc(C(=O)Nc2ccccc2)sc1C1(C)CC(c2cccnc2)=NO1 (stereo unspecified)
    1	0.5	-1	-2	-2	2	-7	-13
CC1CCCC(NC(=O)C2N(CCCN3CCCC3)C(=O)C3C(C(=O)Nc4cccc(Cl)c4)C4C=CC32O4)C1C (stereo unspecified)
    -43	0.5	-3	5	-13	-2	0	5

# Entries of single compounds as entered above. Values in the order: Statin myotox sup	F508del corr	PGC1a acetyl inh	Cneo AK release	FN deposition inh	miR122 inh	PglD inh	INS-1E GSIS act
# CC1CCCC(NC(=O)C2N(CCCN3CCCC3)C(=O)C3C(C(=O)Nc4cccc(Cl)c4)C4C=CC32O4)C1C (stereo unspecified) as listed: -43	0.5	-3	5	-13	-2	0	5
# Cc1ccc(S(=O)(=O)N(C)C[C@@H]2Oc3c(NC(=O)c4cnccn4)cccc3C(=O)N([C@@H](C)CO)C[C@H]2C)cc1 as listed: -44	-3.6	-9	1	·	8[16.7 µM]	7	3
# Cn1c(=Nc2ccc(N3CCOCC3)cc2)ccc2ccccc21 as listed: ·	·	6	0	·	5	-5	·
